Bioassay records: PubChem BioAssay, several laboratories
TNF death inh: inhibitors of TNF-alpha triggered necroptosis, primary screen, cell-based, Jurkat FADD-/-, single concentration. Jurkat FADD-/- TNF necroptosis rescue, ATP luminescence, 24 h; 0 = TNF only, 100 = no-TNF cells. activation (protection from cell death), % at 10 µM. actives 0.068% (n = 220,000);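 active = activation, meaning protection from cell death, of at least 50% relative to plate controls; inactive = activation below 50%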;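 also: necroptosis triggered by 40 ng/mL TNF-alpha added together with compound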
Tb hexokinase: Trypanosoma brucei hexokinase 1 inhibitors, primary screen, biochemical, G6PDH-coupled NADH absorbance, MLSCN library. actives 0.11% (n = 220,000). hexokinase 1 [Trypanosoma brucei]. recombinant TbHK1, G6PDH-coupled NADH A340. inhibition, % at 10 µM;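 active = inhibition of 50% or more in the single-dose primary screen; inactive = inhibition below 50%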
Wee1 stabilizer: Wee1 degradation inhibitors, primary screen, cell-based, HeLa, Wee1K328M-luciferase, luminescence | Wee1-like protein kinase (Homo sapiens), P30291 | HeLa Luc-Wee1K328M stability; 100% = proteasome inhibitor MG132 effect | reporter increase, % at 5 µM | actives 1.2% (n = 220,000) | AID 1321, 2008;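 active = activation above the mean of all tested compounds plus 3 SD, set per screening run, cut at about 8.8% in these data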;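 also: cells exposed to compound for 20 h before luminescence read; 0% = DMSO alone and 100% = MG132 at 30 µM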
Target sequence (P30291 whole entry K328M): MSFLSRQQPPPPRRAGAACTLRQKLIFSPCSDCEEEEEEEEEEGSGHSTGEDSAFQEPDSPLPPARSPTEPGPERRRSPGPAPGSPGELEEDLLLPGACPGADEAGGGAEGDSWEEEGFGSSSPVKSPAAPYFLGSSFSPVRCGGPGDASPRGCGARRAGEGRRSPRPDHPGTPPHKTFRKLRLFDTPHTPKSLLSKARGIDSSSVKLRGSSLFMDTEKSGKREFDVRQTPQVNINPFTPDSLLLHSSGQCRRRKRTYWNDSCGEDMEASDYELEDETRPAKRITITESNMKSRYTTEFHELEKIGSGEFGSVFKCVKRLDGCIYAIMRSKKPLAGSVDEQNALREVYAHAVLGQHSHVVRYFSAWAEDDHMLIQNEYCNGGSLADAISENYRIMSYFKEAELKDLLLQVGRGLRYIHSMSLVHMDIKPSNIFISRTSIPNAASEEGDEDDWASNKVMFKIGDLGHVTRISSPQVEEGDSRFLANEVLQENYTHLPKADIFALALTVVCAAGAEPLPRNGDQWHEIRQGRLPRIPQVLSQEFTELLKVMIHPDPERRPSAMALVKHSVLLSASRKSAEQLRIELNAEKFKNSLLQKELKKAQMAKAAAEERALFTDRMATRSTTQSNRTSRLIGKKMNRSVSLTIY
FXIIa inh: human FXIIa protease inhibitors, primary screen, biochemical, 1536-well; purified FXIIa, Boc-QGR-AMC fluorogenic substrate, 2 h; inhibition, % at 5 µM; actives 0.3% (n = 220,000); AID 800, 2007; in the data active = inhibition above about 40%;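 also: 0% = enzyme with no compound and 100% = blank without enzyme; many of its hits are not listed in these tables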
EP2 antag: human EP2 receptor antagonists, primary screen, TR-FRET cAMP, C6 glioma cells; actives 0.52% (n = 260,000); C6 glioma cells expressing human EP2; cells stimulated with saturating PGE2; inhibition, % at 25 µM; Prostaglandin E2 receptor EP2 subtype (Homo sapiens), P43116;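 active = percent inhibition above 40 after rounding to a whole number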;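 also: rat C6 glioma host cells with rolipram phosphodiesterase inhibitor present; the protocol text gives 20 µM as final concentration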
PPC-1+TRAIL kill: compounds killing PPC-1 cancer cells with TRAIL present, primary screen, TRAIL potentiator project, ATPLite luminescence, uHTS; actives 0.41% (n = 220,000); PPC-1 cells + TRAIL, ATPLite viability luminescence; cell killing (% activity), % at 4 µM;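 active = cell killing above 50% in the first pass at 4 µM, then a duplicate retest at 5 µM averaging 50% or more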;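 also: plate controls were cells with TRAIL plus DMSO for no effect and medium-only wells lacking cells for full effect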
CHOP inh: inhibitors of CHOP promoter induction, primary screen, cell-based, unfolded protein response, luciferase reporter; CHO-K1 CHOP-promoter luciferase, tunicamycin-induced, 15-18 h; inhibition, % at 10 µM; actives 3.8% (n = 220,000);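 active = compounds that reduced the stress-induced luciferase reporter signal by more than about 70% of percent inhibition, limit read from the data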;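 also: 0% = tunicamycin plus vehicle and 100% = wells without tunicamycin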
L929 necroptosis: inhibitors of zVAD-triggered necroptosis, primary screen, L929 cells. viability rescue, % at 10 µM. L929 zVAD necroptosis rescue, ATP luminescence, 24 h; with zVAD 60 µM. actives 0.38% (n = 220,000). AID 1377, 2008;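 active = activation, scaled between plate controls, above about 75%, limit read from the data; inactive = activation under that limit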;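 also: 0% = zVAD with DMSO and 100% = DMSO alone without zVAD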
FXIa inh: human FXIa protease inhibitors, primary screen, biochemical, 1536-well; Coagulation factor XI (Homo sapiens), P03951; purified FXIa, Boc-Glu-Ala-Arg-AMC fluorogenic substrate; actives 0.14% (n = 220,000); inhibition, % at 5 µM; AID 798, 2007;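 active = inhibition of at least 40%; inactive = inhibition below 40%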;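 also: fluorescence of freed AMC excited at 355 nm; 0% = enzyme without compound and 100% = no enzyme blank; many of its hits are not listed in these tables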
* marks the source's active call; other numbers are inactive results; . = no result given. A portion of the library; the hit share may differ from the screen's.

(1) O=C(COC(=O)CCc1nc2ccccc2s1)NCc1ccco1
(2) C/C(=N\NC(=O)Cc1cccn1C)c1ccc([N+](=O)[O-])cc1
(3) O=C(CN1CCN(c2ncccn2)CC1)Nc1ccccc1C(F)(F)F
(4) NCCCC[C@@H](C(=O)N1CCNCC1)n1cc(CCC(=O)O)nn1
(5) COc1ccc2oc(-c3ccccc3[N+](=O)[O-])cc(=O)c2c1
(6) CCOC(=O)c1cc(-c2ccc(C)o2)nn1CCC#N
(7) COc1ccc(OC)c(S(N)(=O)=O)c1
(8) CCOC(=O)Cn1nc(C)c(NC(=O)c2ccc(Cl)c([N+](=O)[O-])c2)c1C
(9) Cc1ccc(CSc2nnc(SCC(=O)N/N=C/c3c[nH]c4ccccc34)s2)cc1
(10) COCCn1c(=NC(=O)c2ccc(S(=O)(=O)N3CCc4ccccc4C3)cc2)sc2cc(S(N)(=O)=O)ccc21
Assay by compound	1	2	3	4	5	6	7	8	9	10
TNF death inh	-1.4	3.9	1.4	1.5	-5.0	1.2	-0.2	-2.0	-1.6	-1.8
Tb hexokinase	7.2	-26.3	0.1	-8.3	-6.5	4.0	3.7	-9.9	-16.8	-19.9
Wee1 stabilizer	4.2	0.2	-2.2	1.6	8.2	-0.2	0.9	0.0	-0.8	-0.4
FXIIa inh	2.9	-1.9	4.5	6.3	-1.4	-2.0	10.2	12.4	26.2	8.3
EP2 antag	0.1	7.1	3.9	8.2	2.8	11.7	2.0	14.6	7.8	3.6
PPC-1+TRAIL kill	14.5	-0.4	7.8	-4.8	4.0	-10.5	18.2	9.0	.	7.9
CHOP inh	-3.5	-1.0	4.4	5.7	-20.3	40.5	9.4	3.8	49.6	23.5
L929 necroptosis	-0.5	0.3	2.3	1.6	5.9	2.0	1.1	-0.7	-0.5	.
FXIa inh	10.4	-7.8	-2.7	1.0	-6.3	18.7	-13.5	-0.6	28.7	3.4

(11) C/C(=N\N=C(N)N)c1ccc(C)c(C)c1
(12) Cc1ccc(S(=O)(=O)N(C)Cc2cc3ccccc3[nH]c2=O)cc1
(13) CC1(C(=O)O)COC(c2ccc([N+](=O)[O-])cc2)OC1 (stereo unspecified)
(14) COc1ccc(CCNC(=O)c2ccc(CNc3c(N4CCOCC4)c(=O)c3=O)cc2)cc1OC
(15) COC(=O)c1sccc1NC(=O)CSc1nnnn1-c1ccccc1F
(16) Cc1ccc(NC(=O)CCN2CCc3ccccc3C2)cc1
(17) O=C(NC1CCCCCCC1)C1c2ccccc2C(=O)N1Cc1ccco1 (stereo unspecified)
(18) CCN(CC)CCOC(=O)c1ccc(N/C=C(/C#N)c2nc(-c3ccc(OC)c(OC)c3)cs2)cc1
(19) COc1cc(OC)c(-c2nn3c(C4CCCCC4)nnc3s2)cc1OC
(20) CCc1ccc(-c2cc(C(=O)NCc3ccco3)c3ccccc3n2)s1
Assay by compound	11	12	13	14	15	16	17	18	19	20
TNF death inh	1.0	-2.1	0.9	1.1	-1.3	0.9	-2.1	-16.5	-6.0	-12.3
Tb hexokinase	-7.5	-2.1	0.9	12.3	-6.1	-1.0	-2.7	-29.4	-26.2	-14.0
Wee1 stabilizer	-2.9	2.0	-0.1	-3.4	-0.8	0.2	-2.4	0.6	-0.3	-1.2
FXIIa inh	0.9	-4.8	21.1	15.4	9.2	16.9	8.4	5.5	10.5	0.5
EP2 antag	22.4	7.0	7.7	14.8	12.0	-7.9	10.5	8.9	11.3	.
PPC-1+TRAIL kill	11.6	0.2	8.1	12.2	6.6	14.9	-15.2	36.7	-1.4	28.0
CHOP inh	8.8	47.6	2.8	56.0	16.5	12.8	8.8	-21.8	37.6	-8.3
L929 necroptosis	1.4	0.0	0.3	0.7	0.2	-0.1	-0.1	-1.0	-0.5	-0.6
FXIa inh	-1.6	-5.8	4.1	16.1	-12.2	5.3	1.5	-0.3	-5.8	-5.5

Whole records as entered above. Order of screens: TNF death inh	Tb hexokinase	Wee1 stabilizer	FXIIa inh	EP2 antag	PPC-1+TRAIL kill	CHOP inh	L929 necroptosis	FXIa inh
`COc1ccc(OC)c(S(N)(=O)=O)c1` reads -0.2	3.7	0.9	10.2	2.0	18.2	9.4	1.1	-13.5
`COCCn1c(=NC(=O)c2ccc(S(=O)(=O)N3CCc4ccccc4C3)cc2)sc2cc(S(N)(=O)=O)ccc21` reads -1.8	-19.9	-0.4	8.3	3.6	7.9	23.5	.	3.4

The list goes on.
(21) Oc1[nH]c2ccccc2c1N=Nc1ccccc1
(22) COc1cccc(N2CCN(C(=O)Nc3ccccc3Cl)CC2)c1
(23) Cc1ccc(S(=O)(=O)NC2(C(F)(F)F)NC(=O)N(CCc3ccccc3)C2=O)cc1 (stereo unspecified)
(24) Cc1cc2nc(CS(=O)(=O)c3ccccc3)cc(=O)n2[nH]1
(25) O=C(NNc1cccc(Cl)n1)Nc1cccc(Cl)c1
(26) CCOC(=O)C1CCN(CCC(=O)Nc2ccc(F)cc2)CC1
(27) O=C(c1cccnc1)N1CCN(c2ccc([N+](=O)[O-])cc2Cl)CC1
(28) COCCCNC(=O)c1c(N)n(/N=C/c2cccnc2)c2nc3ccccc3nc12
(29) Nc1sccc1C(=O)c1ccc(Cl)cc1
(30) COc1ccc2nc3oc(C(=O)N4CCN(c5cccc(C(F)(F)F)c5)CC4)cc3cc2c1
Assay by compound	21	22	23	24	25	26	27	28	29	30
TNF death inh	1.1	0.5	-1.2	-0.1	2.7	1.7	1.0	-13.6	-2.3	-0.6
Tb hexokinase	-3.0	-7.3	-3.1	-9.3	6.4	-1.0	-19.8	-19.1	-15.1	-11.8
Wee1 stabilizer	0.1	-0.8	4.9	-1.8	1.6	5.9	-3.3	2.7	-0.7	-2.5
FXIIa inh	11.3	3.4	11.2	5.2	14.0	1.8	11.1	2.5	28.8	17.0
EP2 antag	5.8	4.4	4.8	7.4	7.7	3.3	13.9	.	9.2	16.4
PPC-1+TRAIL kill	5.4	-1.0	15.8	12.2	-14.1	-19.5	3.5	15.7	20.0	10.0
CHOP inh	17.4	12.4	13.0	14.1	12.3	-9.6	7.9	68.4	19.8	23.8
L929 necroptosis	72.5	0.9	-0.5	4.3	0.1	-0.1	1.4	8.7	0.2	1.6
FXIa inh	5.1	-3.1	0.2	-2.6	10.4	-5.6	6.6	-4.3	22.2	7.1

Shown with values under each structure: part of the list above.
Order of results: TNF death inh, Tb hexokinase, Wee1 stabilizer, FXIIa inh, EP2 antag, PPC-1+TRAIL kill, CHOP inh, L929 necroptosis, FXIa inh
18) CCN(CC)CCOC(=O)c1ccc(N/C=C(/C#N)c2nc(-c3ccc(OC)c(OC)c3)cs2)cc1
 : -16.5, -29.4, 0.6, 5.5, 8.9, 36.7, -21.8, -1.0, -0.3
19) COc1cc(OC)c(-c2nn3c(C4CCCCC4)nnc3s2)cc1OC
 : -6.0, -26.2, -0.3, 10.5, 11.3, -1.4, 37.6, -0.5, -5.8
20) CCc1ccc(-c2cc(C(=O)NCc3ccco3)c3ccccc3n2)s1
 : -12.3, -14.0, -1.2, 0.5, ., 28.0, -8.3, -0.6, -5.5
21) Oc1[nH]c2ccccc2c1N=Nc1ccccc1
 : 1.1, -3.0, 0.1, 11.3, 5.8, 5.4, 17.4, 72.5, 5.1
22) COc1cccc(N2CCN(C(=O)Nc3ccccc3Cl)CC2)c1
 : 0.5, -7.3, -0.8, 3.4, 4.4, -1.0, 12.4, 0.9, -3.1
23) Cc1ccc(S(=O)(=O)NC2(C(F)(F)F)NC(=O)N(CCc3ccccc3)C2=O)cc1 (stereo unspecified)
 : -1.2, -3.1, 4.9, 11.2, 4.8, 15.8, 13.0, -0.5, 0.2
24) Cc1cc2nc(CS(=O)(=O)c3ccccc3)cc(=O)n2[nH]1
 : -0.1, -9.3, -1.8, 5.2, 7.4, 12.2, 14.1, 4.3, -2.6
25) O=C(NNc1cccc(Cl)n1)Nc1cccc(Cl)c1
 : 2.7, 6.4, 1.6, 14.0, 7.7, -14.1, 12.3, 0.1, 10.4
26) CCOC(=O)C1CCN(CCC(=O)Nc2ccc(F)cc2)CC1
 : 1.7, -1.0, 5.9, 1.8, 3.3, -19.5, -9.6, -0.1, -5.6
27) O=C(c1cccnc1)N1CCN(c2ccc([N+](=O)[O-])cc2Cl)CC1
 : 1.0, -19.8, -3.3, 11.1, 13.9, 3.5, 7.9, 1.4, 6.6
28) COCCCNC(=O)c1c(N)n(/N=C/c2cccnc2)c2nc3ccccc3nc12
 : -13.6, -19.1, 2.7, 2.5, ., 15.7, 68.4, 8.7, -4.3
29) Nc1sccc1C(=O)c1ccc(Cl)cc1
 : -2.3, -15.1, -0.7, 28.8, 9.2, 20.0, 19.8, 0.2, 22.2
30) COc1ccc2nc3oc(C(=O)N4CCN(c5cccc(C(F)(F)F)c5)CC4)cc3cc2c1
 : -0.6, -11.8, -2.5, 17.0, 16.4, 10.0, 23.8, 1.6, 7.1
